# FadD28 FP inh – blocks FadD28 binding to the bisubstrate probe. fluorescence polarization. inhibition, % at 12.5 µM. hit rate 0.22% among 360,000. AID 588549; in the data active means inhibition above about 8.5%, passing the limit was not always enough; inconclusive means no clear call, values can overlap the other calls
# FBA Mtb inh – inhibitors of M. tuberculosis fructose-bisphosphate aldolase; P9WQA3; purified M. tuberculosis FBA, fluorescence read-out; inhibition, % at 1 µM; hit rate 2.3% among 360,000; AID 588726; in the data active means inhibition above about 27%;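 further: 0% = vehicle and 100% = reference inhibitor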
# Target sequence (P9WQA3 whole entry, looked up): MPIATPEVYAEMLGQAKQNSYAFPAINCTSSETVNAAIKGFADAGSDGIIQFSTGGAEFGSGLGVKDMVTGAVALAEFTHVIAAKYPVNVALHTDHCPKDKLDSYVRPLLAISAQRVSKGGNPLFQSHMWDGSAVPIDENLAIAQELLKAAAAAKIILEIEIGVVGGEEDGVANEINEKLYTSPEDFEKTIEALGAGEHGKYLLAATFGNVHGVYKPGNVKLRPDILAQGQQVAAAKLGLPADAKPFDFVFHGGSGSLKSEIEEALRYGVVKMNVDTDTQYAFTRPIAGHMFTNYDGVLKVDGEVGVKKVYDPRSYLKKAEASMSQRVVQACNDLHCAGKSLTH
# BoNT F protease – blocks Botulinum neurotoxin F light chain protease | AID 588497 | Multiplex microsphere protease cleavage assay, flow cytometry | hit rate 0.22% among 360,000 | inhibition, % at 10 µM; in the data active means inhibition above about 35%, passing the limit was not always enough; inconclusive means no clear call, values can overlap the other calls; further: plate controls were buffer without enzyme for full effect and enzyme alone for no effect
# BioA inh – blocks M. tuberculosis BioA enzyme activity. inhibition, % at 9.99 µM. AID 602481. hit rate 0.096% among 360,000. purified M. tuberculosis BioA enzyme, plate reader; in the data active means inhibition above about 40%; inconclusive means no clear call, values can overlap the other calls
# Anthrax LF prot – inhibitors of Bacillus anthracis lethal factor protease | hit rate 0.12% among 360,000 | P15917 | inhibition, % at 10 µM | multiplex microsphere protease cleavage assay, LF; further: plate controls were buffer without enzyme for full effect and enzyme alone for no effect
# UGM FP inh – blocks M. tuberculosis UGM enzyme | inhibition, % at 10 µM | purified UGM, fluorescence polarization probe displacement | P9WIQ1 | AID 504406 | hit rate 0.06% among 320,000; in the data active means inhibition above about 10%, passing the limit was not always enough; inconclusive means no clear call, values can overlap the other calls
# Target sequence (P9WIQ1 whole entry, looked up): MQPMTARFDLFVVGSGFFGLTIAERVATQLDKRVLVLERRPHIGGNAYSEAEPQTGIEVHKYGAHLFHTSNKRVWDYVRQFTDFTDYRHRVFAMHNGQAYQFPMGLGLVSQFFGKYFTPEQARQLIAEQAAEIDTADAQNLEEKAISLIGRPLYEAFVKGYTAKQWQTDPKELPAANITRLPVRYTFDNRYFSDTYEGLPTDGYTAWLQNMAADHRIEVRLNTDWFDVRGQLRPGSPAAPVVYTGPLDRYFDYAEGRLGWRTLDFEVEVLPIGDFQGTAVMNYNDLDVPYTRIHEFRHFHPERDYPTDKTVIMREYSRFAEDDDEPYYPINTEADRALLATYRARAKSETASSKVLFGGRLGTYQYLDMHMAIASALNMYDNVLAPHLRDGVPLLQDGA
# PfHsp40 yeast – rescue of PfHsp40-mediated yeast toxicity; S. cerevisiae expressing PfHsp40, growth rescue, ATP luminescence; growth rescue, % at 12.5 µM; hit rate 0.68% among 340,000; AID 504582; in the data active means growth rescue above about 28%, passing the limit was not always enough; inconclusive means no clear call, values can overlap the other calls;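 further: yeast W303a lacking pdr1 and pdr3 grown in galactose medium; growth measured after three days at 30 °C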
# GDH-TPI counter – inhibits GDH-TPI coupling enzymes, artifact for Mtb FBA screen; GDH-TPI coupled enzyme counterscreen, NADH absorbance; inhibition, % at 4.8 µM; hit rate 1.2% among 360,000; AID 588335; in the data active means inhibition above about 30%;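 further: 0% = DMSO wells and 100% = wells lacking the enzyme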
# BoNT A protease – blocks Botulinum neurotoxin A light chain protease; hit rate 0.17% among 360,000; multiplex microsphere protease substrate cleavage, flow cytometry; inhibition, % at 10 µM; further: plate controls were buffer without enzyme for full effect and enzyme alone for no effect
# Starred values were filed as active, the others as inactive; ? = inconclusive; · = not tested or not shown; & = joins results of further samples. Unless noted, no stated cut-off is given here; in the data, active means inhibition above about 30%; inconclusive means no clear call, values can overlap the other calls; inactive means below that.
1. Cc1cc(C)n2nc(SCC(=O)N(Cc3ccccc3)C3CCS(=O)(=O)C3)nc2n1 (configuration not stated)
2. O=C(Nc1ccccc1C(=O)Nc1ccc(Br)cn1)c1cccc([N+](=O)[O-])c1
3. CC1Cc2ccccc2N1S(=O)(=O)c1cccc(C(=O)N2Cc3ccccc3CC2C(N)=O)c1 (configuration not stated)
4. COc1ccc(/C(=N/O)C(C)(C)NO)cc1
5. COc1ccc(CNC(=O)c2cc3c(s2)CN(Cc2ccccc2)C3)cc1
6. NS(=O)(=O)c1ccc(CCNC(=O)c2ccc3c(c2)OCO3)cc1
7. CCOC(=O)/C(O)=C/c1ncc(C(F)(F)F)cc1Cl
8. COc1ccccc1CC(=O)N1CCN(CCc2ccccc2)CC1
9. COc1ccc(C(=O)Nc2ccc(NC(C)=O)cc2)cc1S(=O)(=O)N1CCCCC1C (configuration not stated)
10. O=C(NC(CO)c1ccccc1)c1ccco1 (configuration not stated)
assay / entry,1,2,3,4,5,6,7,8,9,10
FadD28 FP inh,-4.0,-0.8,-4.4,-1.8,-2.8,-3.2,-0.4,0.3,3.3,-1.7
FBA Mtb inh,2,-2,1,3,5,2,7,1,6,-2
BoNT F protease,-6,?,-3,0,-6,-4,30,7,-59,-2
BioA inh,·,-0.2,0.8,-0.8,·,0.7,2.9,-0.4,0.4,0.6
Anthrax LF prot,5,-5,-6,-5,-6,-3,0,3,-9,0
UGM FP inh,?,2.2,0.2,-1.4,·,-0.8,2.5,0.8,-1.5,0.9
PfHsp40 yeast,-0.7,1.4,-1.9,-1.2,0.3,0.8,0.1,-1.2,-2.0,0.1
GDH-TPI counter,-11,17,2,11,0,9,16,5,4,-2
BoNT A protease,-0.9,?,0.2,0.0,-0.8,0.1,0.6,-1.3,-54,0.1

11. CC(=O)c1c(C)nc2ccc(Br)cc2c1-c1ccccc1
12. CCOc1cc(NC(=S)Nc2ccccc2)c(OCC)cc1NC(=O)c1ccccc1
13. O=C(O)CSC(C(=O)Nc1ccc(Br)cc1)c1ccc(Cl)cc1 (configuration not stated)
14. O=C(c1ccc(F)cc1)C1CCN(C(=O)c2ccncc2)CC1
15. CC(OC(=O)CC1CC2CCC1C2)C(=O)Nc1ccc(N2CCOCC2)cc1 (configuration not stated)
16. Cc1ccccc1NC(=S)NC(NC(=O)CF)C(Cl)(Cl)Cl (configuration not stated)
17. O=C(NCCCN1CCOCC1)c1cccc(S(=O)(=O)Nc2ccccc2Cl)c1
18. Cc1ccc(C(=O)N2CCN(c3ccccc3O)CC2)cc1S(=O)(=O)N1CCCCC1
19. CCOc1cc(C(=O)Nc2nnc(CC)s2)ccc1OCC(=O)N1CCOCC1
20. O=C1OCC2=C1C(c1ccc(Cl)cc1)c1cc3c(cc1O2)OCO3 (configuration not stated)
assay / entry,11,12,13,14,15,16,17,18,19,20
FadD28 FP inh,0.0,-3.5,2.5,-0.8,-2.4,-1.2,-4.8,-1.5,-1.8,-0.6
FBA Mtb inh,-3,2,-3,0,3,2,0,2,3,6
BoNT F protease,-1,-8,0,-1,2,1,-2,-8,-20,0
BioA inh,·,-0.3,·,-0.3,-1.0,·,0.8,1.7,0.7,·
Anthrax LF prot,0,-3,0,-2,-1,0,-1,-2,0,-5
UGM FP inh,-0.3,1.4,5.3,1.0,2.8,-0.5,-1.5,2.0,0.5,·
PfHsp40 yeast,3.1,-1.3,2.8,0.0,0.4,-1.4,-0.1,0.2,0.8,-1.4
GDH-TPI counter,3,3,3,5,0,-4,0,1,8,7
BoNT A protease,-0.7,-2.5,0.7,0.3,0.2,-0.5,1.0,-7.8,-0.3,0.1

21. CCOc1ccc2ccccc2c1C(=O)Nc1cc(=O)n(C)c(=O)n1C
22. CC1CCN(C(=O)COC(=O)CNC(=O)C23CC4CC(CC(C4)C2)C3)CC1
23. C[C@H](CO)N1C[C@H](C)[C@@H](CN(C)C(=O)Nc2ccccc2)Oc2ccc(NC(=O)CCN3CCOCC3)cc2C1=O
24. O=C(CNC(=O)c1ccc(F)cc1)N/N=C/c1cc(Br)ccc1OCc1ccccc1
25. CCOC(=O)/C(=N\O)C1=NC(C)(C)Cc2ccccc21
26. O=S(=O)(NCc1ccc2c(c1)OCO2)c1ccc2c(c1)oc1ccccc12
27. Cc1ccc(NC(=O)c2cccs2)cc1NC(=O)c1ccccc1Cl
28. COc1ccc([N+](=O)[O-])cc1NC(=O)c1ccc(CN(c2ccccc2)S(C)(=O)=O)cc1
29. COc1cccc(NC(=O)C2CCN(S(=O)(=O)c3ccc4c(c3)NC(=O)C(C)S4)CC2)c1 (configuration not stated)
30. CC1CCCCN1CCNS(=O)(=O)c1ccc2c(c1)oc(=O)n2C (configuration not stated)
assay / entry,21,22,23,24,25,26,27,28,29,30
FadD28 FP inh,-0.3,-3.6,-3.1,-1.8,-0.8,-7.2,-2.3,-4.5,-1.9,1.1
FBA Mtb inh,1,-2,0,-1,2,-3,6,-1,-3,4
BoNT F protease,-9,-3,-5,-4,-5,-14,10,-4,3,-6
BioA inh,0.8,-2.1,0.8&-1.0,-0.2,·,-0.6,-1.5,·,2.4,-0.1
Anthrax LF prot,-9,3,-8,0,1,-4,6,-2,-3,-3
UGM FP inh,3.0,-0.3,-0.8,-1.3,-2.0,1.5,-1.8,0.9,2.8,-0.5
PfHsp40 yeast,0.5,-1.1,-0.3,-0.4,0.7,9.9,-0.2,10,2.3,0.0
GDH-TPI counter,-1,2,-15,10,6,0,11,13,0,1
BoNT A protease,-1.2,1.1,-0.4,-0.5,-0.1,-1.2,0.0,0.4,-0.1,?

31. CC(C)C[C@@H](CO)N1CCN(Cc2ccc(O)cc2)CCC1=O
32. O=C1c2ccc(Oc3ccc([N+](=O)[O-])cc3)cc2C(=O)N1CCCO
33. COc1ccc(C(=O)OCC#CCSc2nnc(-c3cccc4ccccc34)o2)cc1
34. Cc1ccc(CNC(=O)Cn2ccc3cc(S(=O)(=O)N4CCCCCC4)ccc32)cc1
35. COc1cccc(CN2c3ccc(Br)cc3C(=O)CS2(=O)=O)c1
36. CNC(=O)c1ccsc1NC(=O)CCS(=O)(=O)c1ccccc1
37. CN(C)CCN=Cc1c(O)n(Cc2ccc3c(c2)OCO3)c(=O)c2ccccc12
38. O=c1cc(CSc2nc3ccccc3[nH]2)c2ccccc2[nH]1
39. COc1cccc(NC(=O)CSc2ccc3nnc(-c4ccccn4)n3n2)c1
40. Nc1c(C(=O)NCC2CCCO2)c2nc3ccccc3nc2n1Cc1ccco1 (configuration not stated)
assay / entry,31,32,33,34,35,36,37,38,39,40
FadD28 FP inh,-1.8,0.6,-4.6,-2.4,1.0,-1.6,-0.3,-2.5,-2.8,-3.0
FBA Mtb inh,0,-1,-3,3,3,0,15,-1,-1,86*
BoNT F protease,-6,0,-8,-3,9,2,-2,0,-10,12
BioA inh,-1.2,2.4,-1.2,1.4,-4.7,·,·,0.1,0.5,-2.5
Anthrax LF prot,0,-18,1,-2,-1,-3,-5,0,-2,9
UGM FP inh,-0.6,-2.1,-3.3,-0.5,-1.0,-1.2,-3.5,0.3,-1.9,-1.4
PfHsp40 yeast,0.6,16,-0.1,-1.4,1.7,6.8,-0.3,-0.6,-0.7,-0.4
GDH-TPI counter,-8,5,-4,-1,-1,0,5,4,1,2
BoNT A protease,-0.2,1.5,0.5,-2.7,0.2,-0.1,-0.7,-0.2,0.4,6.7

41. COc1ccc(N2CCN(C(=O)c3cn(CC4CCCCC4)nn3)CC2)cc1
42. CCOC(=O)C1CN(c2cc3c(cc2F)c(=O)c(C(=O)O)cn3CC)OC1C(=O)OCC (configuration not stated)
43. Cc1noc(C)c1C(=O)NCC1COc2ccccc2O1 (configuration not stated)
44. COc1ccc(/C(O)=C2/C(=O)C(=O)N(CCCN(C)C)C2c2ccc(Cl)cc2)cc1OC (configuration not stated)
45. O=C(c1cccc(C(F)(F)F)c1)C1CCCN(C(=O)/C=C/c2cnc[nH]2)C1 (configuration not stated)
46. c1ccc(CN2CCN(Cc3ccc4c(c3)OCCO4)CC2)cc1
47. Cc1[nH]c2ccccc2c1C(=O)C(=O)Nc1ccc2c(c1)OCO2
48. CC(=O)Nc1cccc(C(=O)N2CCN(S(=O)(=O)c3ccc(C4CCCCC4)cc3)CC2)c1
49. COC(=O)Cn1cnc2c(nnn2-c2ccc(OC)cc2)c1=O
50. CCCNc1ncnc2onc(C)c12
assay / entry,41,42,43,44,45,46,47,48,49,50
FadD28 FP inh,0.1,0.0,·,-1.9,-8.0,-2.4,-1.2,-0.8,-1.2,-1.7
FBA Mtb inh,1,2,2,3,-2,0,0,2,2,-1
BoNT F protease,3,3,0,3,-4,-4,·,6,20,1
BioA inh,1.8,0.8,-0.9,1.0,1.2,-2.6,2.4,-0.3,3.2,·
Anthrax LF prot,-1,-6,-9,-4,-2,-2,·,0,-2,2
UGM FP inh,-3.3,-1.0,-1.3,1.7,-2.3,2.4,0.4,·,0.2,0.3
PfHsp40 yeast,0.0,1.2,-0.1,-0.6,-0.3,0.1,-1.0,0.1,-0.3,-0.3
GDH-TPI counter,2,15,12,4,0,3,17,-2,-1,-1
BoNT A protease,1.5,-0.3,1.5,0.1,-0.8,-0.2,·,1.9,-1.1,-1.6

51. CCOC(=O)c1ccc(NC(=O)COc2ccccc2OC)cc1
52. Cc1cccc(NC(=O)COC(=O)Cc2c[nH]c3ccccc23)c1C
53. Cc1ccc(-n2ncc3c2CC(C)(C)CC3NC(=O)CCc2ccc(=O)[nH]n2)cc1 (configuration not stated)
54. O=c1c2ccc([N+](=O)[O-])cc2ncn1Cc1ccccc1C(F)(F)F
55. CC1CCN(CCc2nc3cc(NC(=O)C(C)C)ccc3n2C)CC1
56. COc1ccc(C(=O)Nc2nc(CC(=O)NCCc3ccccc3)cs2)cc1
57. CCN1CCN(Cc2ccc(NC(=O)c3ccc(C)c(NC(=O)C4=NN(c5ccccc5)C(=O)C4)c3)cc2C(F)(F)F)CC1
58. CC(C)(C)c1ccc(/C=N/Nc2nncn2N)cc1
59. CCn1c(COc2ccccc2)nnc1SCC(=O)Nc1ccc2c(c1)OCCO2
60. O=C(CSc1ncnc2c1oc1ccccc12)NC1CCCC1
61. Cc1ccn2cc(C(=O)N3CCN(c4cnn(-c5ccccc5)c(=O)c4Cl)CC3)nc2c1
62. O=C(CCSCc1cccc(F)c1)NCc1ccc(F)cc1
assay / entry,51,52,53,54,55,56,57,58,59,60,61,62
FadD28 FP inh,-0.6,-1.5,-2.0,0.2,-2.9,-3.3,-0.5&-4.0,-3.7,-6.4,0.2,-2.3,-2.4
FBA Mtb inh,-1,1,1,-1,10,-1,2&2,-2,-1,-1,4,3
BoNT F protease,-4,-3,2,3,-2,-6,-16&-13,-7,-2,4,·,-2
BioA inh,-2.0,·,1.7,·,0.4,·,-2.5&-1.5,0.0,-3.1,-1.9,-0.6,3.3
Anthrax LF prot,-10,0,-2,-4,-1,-3,-16&-9,3,-8,-2,·,10
UGM FP inh,-0.7,-0.7,2.3,0.7,0.4,4.0,-2.1,5.0,0.2,-1.4,2.9,0.1
PfHsp40 yeast,0.7,-0.9,0.0,0.2,-1.1,1.3,-2.4,-0.3,1.2,1.8,0.5,1.5
GDH-TPI counter,4,9,1,-1,-8,3,9&6,11,-3,19,13,1
BoNT A protease,-0.3,0.1,-1.8,0.9,-2.0,-3.5,0.0&-0.2,2.0,-0.1,2.3,·,1.0

# Whole records, looked up by structure. Values in the order: FadD28 FP inh, FBA Mtb inh, BoNT F protease, BioA inh, Anthrax LF prot, UGM FP inh, PfHsp40 yeast, GDH-TPI counter, BoNT A protease
# COc1ccc(CNC(=O)c2cc3c(s2)CN(Cc2ccccc2)C3)cc1 across the screens: -2.8, 5, -6, ·, -6, ·, 0.3, 0, -0.8
# CCOC(=O)/C(=N\O)C1=NC(C)(C)Cc2ccccc21 across the screens: -0.8, 2, -5, ·, 1, -2.0, 0.7, 6, -0.1
# Cc1ccccc1NC(=S)NC(NC(=O)CF)C(Cl)(Cl)Cl (configuration not stated) across the screens: -1.2, 2, 1, ·, 0, -0.5, -1.4, -4, -0.5
